# Yfh1-off respiration: mitochondrial function rescue without frataxin homolog – Friedreich's ataxia, plus single-dose screen, dose response (AID 1465); S. cerevisiae Yfh1-off respiration, WST-1 reduction, 72 h; higher fold induction means a stronger effect; 220,000 compounds, 0.074% hits; fold induction at 50 µM, or EC50 in µM where a hit was titrated;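 active = fold induction of absorbance versus untreated yeast above a set limit, then at least 30% activation at any dose in follow-up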;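 note: activators that raise dye reduction in frataxin-depleted yeast; strong numbers were not always called active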
# Insulin prom up: MIN6 insulin promoter up-regulation; AID 1625; z-score at 5 µM; 190,000 compounds, 0.3% hits; MIN6 insulin promoter-GFP reporter, high-content imaging; active compounds read high;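 active = z-score above 3 at 5 µM with at least 500 cells counted in the well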
# M1AAP inhibition: malaria alanyl aminopeptidase activity blockers – biochemical, fluorogenic H-Leu-NHMec substrate, 1536-well (AID 1445) | inhibition, % at 30 µM, or IC50 in µM where a hit was titrated | recombinant M1AAP, H-Leu-NHMec fluorogenic kinetic assay; higher % means a stronger effect | 220,000 compounds, 0.42% hits;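 active = primary inhibition above the hit cutoff, then over 50% inhibition at one or more dose response concentrations, cut at about 23% in these data, passing the limit was not always enough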;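 note: plate controls were DMSO full reaction for no effect and no enzyme background for full effect; strong numbers were not always called active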
# Lipid droplet: modulators of hepatic lipid droplet formation; AID 1656; inhibition, % at 6.5 µM; 240,000 compounds, 0.4% hits; AML12 mouse hepatocytes, oleate lipid droplets, BODIPY imaging;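 active = lipid droplet intensity inhibited by at least 50%, with more than 500 cells counted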
#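 Technique: fluorescence imaging, 20x objective, two fields per well / Assay system: AML12 hepatocytes (mouse) / Measure: % inhibition of lipid droplet signal / Doses: 6.5 µM single-point dosing / Incubation: overnight exposure / Reagent: 100 µM oleic acid challenge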
# Autophagy HCS: alters autophagy in cells; calls only at 10 µM (by protocol); MEF GFP-LC3 puncta imaging; test concentration mostly 10 µM; 190,000 compounds, 0.98% hits; AID 463193;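 active = percentage of spot-positive cells more than 3 SD above its plate mean, without a fluorescence outlier flag or 80% toxicity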;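 note: spot-positive cell cutoff set from DMSO-treated cells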
# MT stabilizer: microtubule stabilization, imaging screen; 200,000 compounds, 0.83% hits; % tubulin-high responders, % at 10 µM; HeLa tubulin immunostaining HCS, 24 h; share of cells brighter than vehicle mean+2SD;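 active = plate Z-score above 3 for both tubulin-high and condensed-nucleus cell shares, with cell loss under 80%, at 10 µM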;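 note: anti alpha tubulin signal scored within the nucleus-defined area of each cell; some results filed as inactive read as strong as hits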
# P. falciparum M17LAP: P. falciparum M17LAP inhibitors, primary screen, biochemical, fluorogenic H-Leu-NHMec substrate, 1536-well (AID 1619); recombinant M17LAP, H-Leu-NHMec fluorogenic kinetic assay; higher % means a stronger effect; one-dose inhibition, % at 30 µM; IC50 in µM for titrated hits; 220,000 compounds, 0.38% hits;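 active = compound inhibiting the enzyme by more than half at any dose during confirmatory dose-response retesting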;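 note: plate controls were full reaction with DMSO carrier for no effect and no enzyme background for full effect; strong numbers were not always called active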
# ER stress rescue: protection against thapsigargin-triggered cell killing – 384-well, CSM14.1, ATP luminescence, primary screen (AID 1222) | CSM14.1 thapsigargin-induced death rescue, ATP luminescence; higher % means a stronger effect | cellular ATP content (survival), % at 20 µM; hits with a dose series show EC50 in µM | 190,000 tested, under 10 active;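 active = EC50 below 50 µM in the dose-response confirmation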;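 note: death triggered by thapsigargin at about 15 µM added after 2 h compound pretreatment; cell ATP read after overnight thapsigargin exposure of roughly 18 to 22 hours; normalized against plate controls of thapsigargin alone and 5% DMSO vehicle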
# Dynein transport: dynein cargo transport inhibition; 3617.4 mouse cells, GR-EGFP nuclear translocation imaging; test concentration mostly 20 µM; stimulated with dexamethasone, 1 µM; active compounds read low; z-score, hits read low; 220,000 compounds, 0.47% hits;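 active = plate z-score of nuclear minus cytoplasmic receptor signal below a set negative limit, without overly bright fluorescence or cell loss, cut at about -3.5 in these data, passing the limit was not always enough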;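 note: z-score of nuclear minus cytoplasmic ring GR-EGFP intensity difference per well; some compounds called inactive have numbers as strong as hits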
#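 Buffer or medium: tet-free, stripped-serum medium; Also added: dexamethasone, 1.0 µM final; Technique: high-content fluorescence imaging after fixation; Times: 48 h induction, 1 h compound, 30 min dex at 37 °C; Read-out: per-cell GR-EGFP intensity, nucleus versus surrounding cytoplasmic ring, well-averaged.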
# Dynein transport cytoplasmic EGFP: second read-out of Dynein transport, no call of its own (marks repeat the call); z-score; measured here: cytoplasmic GR-EGFP intensity; active compounds read high
# Dynein transport nuclear GR-EGFP: recorded beside Dynein transport, whose call it bears; z-score; measured here: nuclear GR-EGFP intensity;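 lower value marks the stronger effect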
# Dynein transport cell count: also measured in Dynein transport; calls as there; z-score; measured here: cell count per field
# Insulin prom up cell count: recorded beside Insulin prom up, whose call it bears; cell count; measured here: cytotoxicity, nuclei count;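 total cells summed across four imaged fields per well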
# Lipid droplet cells 6.5 µM: second read-out of Lipid droplet, no call of its own (marks repeat the call); cell count; measured here: cell count, cytotoxicity flag;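 cells counted across two imaged fields per well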
# MT stabilizer Hoechst-high %: further read-out of MT stabilizer, marked with its call; % Hoechst-high responders; measured here: nuclear condensation Hoechst responders;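 share of cells brighter than vehicle mean plus two SD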
# MT stabilizer cytotoxicity %: recorded beside MT stabilizer, whose call it bears; toxicity, %; measured here: cytotoxicity by cell density;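 0% = mean cell density of plate MIN control wells and 100% = no cells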
# Autophagy HCS cell loss 18 h: further read-out of Autophagy HCS, marked with its call; toxicity, %; measured here: cell loss, nuclei count;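 cell loss after 18 h compound exposure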
# Active calls of the source: *; i = inactive; / = no result given.
SMILES,Yfh1-off respiration,Insulin prom up,Insulin prom up cell count,M1AAP inhibition,Lipid droplet,Lipid droplet cells 6.5 µM,Autophagy HCS,Autophagy HCS cell loss 18 h,MT stabilizer,MT stabilizer Hoechst-high %,MT stabilizer cytotoxicity %,P. falciparum M17LAP,ER stress rescue,Dynein transport,Dynein transport cytoplasmic EGFP,Dynein transport nuclear GR-EGFP,Dynein transport cell count
COc1ccc(CN(C)C2CCCCC2)cc1,i,-0.52,843,1%,10,739,i,-12,4.9,4.6,7.0,-11%,1.2%,-0.49,-0.29,-0.23,-0.15
COc1cccc(-c2nc(NCCN3CCOCC3)c3ccccc3n2)c1O,i,-0.44,1009,9%,/,/,i,-1,6.1,2.4,13,9%,-1.5%,0.37,-0.28,0.25,-0.31
O=C(CSc1ccc(-c2ccc(Cl)cc2)nn1)N1CCCc2ccccc21,i,-0.41,1491,-3%,-13,633,i,13,1.7,2.2,9.2,0%,0.9%,0.69,-0.27,0.49,0.36
CC(/C=N/NC(=O)c1cc(C2CC2)[nH]n1)=C\c1ccccc1,i,/,/,3%,30,704,/,/,/,/,/,-12%,/,-1.4,-0.19,-0.48,2.5
CCCCCC/C(C)=C1/SC(=S)NC1=O,i,-0.83,1783,7%,/,/,i,1,3.8,1.7,7.8,6%,-1.2%,0.21,-0.2,0.23,0.41
Cn1c2ccccc2c2nnc(NN)nc21,i,-0.09,1524,0%,-6,699,/,/,/,/,/,0%,/,-0.1,-0.17,-0.44,0.27
CC(NC1CCCCC1)C(=O)NN=C(c1ccccc1)c1ccccc1 (centres undefined),i,-0.93,1321,2%,9,717,i,25,5.0,2.5,8.8,3%,-0.7%,-0.65,-0.24,-0.27,0.6
Cc1cc2cc(C)c3nnc(SCC(=O)NCc4ccco4)n3c2cc1C,i,-1.2,1133,15%,/,/,i,10,4.3,2.7,4.9,2%,0.4%,0.52,-0.41,0.56,0.35
CCOc1ccc(OCc2cccc(C(=O)N/N=C/c3cccnc3)c2)cc1,i,-0.28,1390,-1%,-29,644,i,13,1.4,2.4,7.3,10%,-2.3%,-0.83,-0.16,-0.19,0.82
COc1ccccc1OCCOCCOc1ccc(C)cc1Br,i,-0.18,1390,-2%,-18,623,i,15,4.8,2.3,6.2,-6%,-2.1%,0.61,-0.22,0.42,-0.01
O=C(NC1CCS(=O)(=O)C1)OC1CCCCC1 (centres undefined),i,0.26,1095,3%,1,765,i,1,3.8,1.3,7.1,3%,1.5%,-0.56,-0.24,0.22,0.94
CSS(=O)(=O)c1cccc2cccnc12,i,0.03,1045,3%,6,671,/,/,/,/,/,15%,/,-1.2,-0.26,-0.58,1.4
CCOC(=O)CNC(=O)c1nn(-c2ccc(OCC)cc2)c(=O)c2ccccc12,i,0.5,1164,-1%,0,802,i,-6,1.5,2.3,4.3,0%,-1.6%,1.2,-0.16,0.65,-0.35
O=C(O)c1ccc(COc2ccc3ccccc3c2)o1,i,1.1,1460,7%,/,/,/,/,/,/,/,9%,/,-0.29,4.3,0.63,-1.4
CCOc1ccc(C2SCC(=O)N2c2c(C)n(C)n(-c3ccccc3)c2=O)cc1 (centres undefined),i,0.53,1165,3%,/,/,i,11,3.2,2.4,5.1,13%,-1.1%,-0.12,0.018,0.11,-0.24
O=C(COc1ccccc1)NCC(=O)Nc1ccc(S(=O)(=O)NCc2ccco2)cc1,i,/,/,3%,-13,739,i,-4,1.0,1.0,3.6,-2%,0.7%,-0.18,-0.15,0.55,1.3
COCCNc1nc(Cl)c(C#N)s1,i,-0.21,1221,14%,0,715,i,8,3.0,3.1,8.8,0%,-0.1%,-1.1,-0.34,-0.57,0.79
CCCS(=O)(=O)c1c(S(=O)(=O)CCC)c2cnccn2c1C(=O)c1ccc(OC)cc1,i,0.08,1102,1%,-24,654,/,/,/,/,/,-7%,/,-0.45,-0.2,-0.61,0.16
N=C(N)N1CCN(Cc2ccccc2)CC1,i,-0.7,1340,-1%,-8,689,i,-18,3.3,1.5,1.1,-2%,-0.6%,3.1,-0.27,2.1,-1.2
Cc1ccc(/C=N/NC(=O)CSc2nc3ccccc3n2C)s1,i,0.04,1627,7%,/,/,i,15,6.7,4.1,2.8,21%,-0.8%,1.2,-0.19,0.059,-0.8

# Filtered by structure, the entries above containing an aryl methoxy group.
SMILES,Yfh1-off respiration,Insulin prom up,Insulin prom up cell count,M1AAP inhibition,Lipid droplet,Lipid droplet cells 6.5 µM,Autophagy HCS,Autophagy HCS cell loss 18 h,MT stabilizer,MT stabilizer Hoechst-high %,MT stabilizer cytotoxicity %,P. falciparum M17LAP,ER stress rescue,Dynein transport,Dynein transport cytoplasmic EGFP,Dynein transport nuclear GR-EGFP,Dynein transport cell count
COc1ccc(CN(C)C2CCCCC2)cc1,i,-0.52,843,1%,10,739,i,-12,4.9,4.6,7.0,-11%,1.2%,-0.49,-0.29,-0.23,-0.15
COc1cccc(-c2nc(NCCN3CCOCC3)c3ccccc3n2)c1O,i,-0.44,1009,9%,/,/,i,-1,6.1,2.4,13,9%,-1.5%,0.37,-0.28,0.25,-0.31
COc1ccccc1OCCOCCOc1ccc(C)cc1Br,i,-0.18,1390,-2%,-18,623,i,15,4.8,2.3,6.2,-6%,-2.1%,0.61,-0.22,0.42,-0.01
CCCS(=O)(=O)c1c(S(=O)(=O)CCC)c2cnccn2c1C(=O)c1ccc(OC)cc1,i,0.08,1102,1%,-24,654,/,/,/,/,/,-7%,/,-0.45,-0.2,-0.61,0.16

# The list goes on.
SMILES,Yfh1-off respiration,Insulin prom up,Insulin prom up cell count,M1AAP inhibition,Lipid droplet,Lipid droplet cells 6.5 µM,Autophagy HCS,Autophagy HCS cell loss 18 h,MT stabilizer,MT stabilizer Hoechst-high %,MT stabilizer cytotoxicity %,P. falciparum M17LAP,ER stress rescue,Dynein transport,Dynein transport cytoplasmic EGFP,Dynein transport nuclear GR-EGFP,Dynein transport cell count
COCCn1c(N)c(S(=O)(=O)c2cccs2)c2nc3ccccc3nc21,i,0.33,825,17%,-10,662,i,-7,6.5,1.4,3.4,-184%,-0.1%,-0.52,-0.37,0.034,0.21
COc1ccc2oc(=O)c(-c3csc(Nc4cccc(O)c4)n3)cc2c1,i,-1.2,1941,9%,18,692,i,-9,2.8,3.8,3.1,-6%,-4.9%,-0.46,-0.26,-0.6,0.91
Cn1c(=O)c2c(nc(SCCNS(=O)(=O)c3ccccc3)n2C)n(C)c1=O,i,0.79,1130,1%,/,/,i,0,1.9,1.8,12,-5%,-2.2%,-0.42,-0.079,-0.04,-0.092
S=C(Nc1ccccc1Cl)N1CCCC1,i,0.25,1697,2%,-25,676,i,-13,3.0,2.0,9.3,4%,-0.6%,-0.33,-0.3,0.38,-0.0029
OC(CCCN1CCC(O)(c2ccc(Cl)cc2)CC1)c1ccc(F)cc1 (centres undefined),i,/,/,12%,-1,694,i,25,3.9,1.4,5.6,8%,-1.8%,-0.84,-0.083,0.14,0.36
CCOC(=O)C1=C(c2ccccc2)NC(=S)NC1c1ccc(C)c([N+](=O)[O-])c1 (centres undefined),i,0.55,1501,-5%,-6,656,i,-13,2.1,1.6,7.2,9%,0.1%,0.19,-0.22,0.18,0.64
CCc1cc2c(SCC(=O)c3ccc(C)cc3)ncnc2s1,i,/,/,-5%,-6,726,i,2,1.3,1.8,7.3,-7%,-2.7%,0.4,-0.24,0.1,0.21
Cc1ccc(NC(=O)c2cc(-c3ccco3)on2)cc1,i,0.52,1451,-2%,/,/,i,-11,2.1,2.1,2.9,-6%,-2.1%,0.069,-0.23,0.2,0.22
O=S1(=O)CCN(C(CCO)c2cccc(C(F)(F)F)c2)CC1 (centres undefined),i,-0.12,958,-11%,/,/,i,0,2.3,0.8,2.3,-4%,2.4%,1.6,-0.16,1,-0.53
CCOCCCNC(=O)Cc1ccc(F)cc1,i,0.23,1374,14%,15,680,i,10,1.2,2.8,11,-2%,1.6%,-0.4,-0.29,-0.49,0.38
CCC1(CC)Cc2ccccc2-c2nc(NCCCO)[nH]c(=O)c21,i,0.09,1510,12%,-5,656,i,-10,1.8,1.7,7.9,-139%,-2.7%,-0.49,0.71,0.11,0.34
CNC(=O)N(O)C1N(c2ccccc2)C(=S)SC1(C)C (centres undefined),i,-0.18,1346,-4%,-14,685,i,14,1.2,1.2,2.0,-3%,-2.2%,0.27,-0.17,-0.045,-1.2
COc1ccc(NC(=S)N2CCCC(CO)C2)c(OC)c1 (centres undefined),i,-0.32,1332,10%,-3,663,i,0,3.9,2.6,8.3,-2%,-1.1%,-0.72,-0.31,-0.56,0.45
CC(c1cccs1)N(Cc1ccco1)C(=O)Nc1ccc(Cl)c(Cl)c1 (centres undefined),i,-1.3,929,2%,-2,766,i,37,1.9,1.8,6.7,-3%,1.3%,-0.085,-0.2,0.079,-0.26
CCCCC(CC)C(=O)Nc1ncc([N+](=O)[O-])s1 (centres undefined),i,-1,1558,9%,-31,712,i,8,6.1,3.8,4.6,-5%,-0.4%,-1.1,-0.29,-0.49,0.6
CCCCOC(=O)Nc1nc(CC(=O)OCC)cs1,i,-0.04,1238,1%,5,729,i,-1,2.0,1.8,20,8%,-2.5%,-0.11,-0.0082,0.35,0.032
COC(=O)C1=NNC2(c3ccc(Cl)cc3)C(=O)N(c3ccc(Cl)cc3)C(=O)C12 (centres undefined),i,-0.26,1477,0%,8,488,i,13,4.5,2.7,4.8,3%,1.0%,-0.57,-0.29,-0.55,0.38
O=C(CCN1C(=O)COc2ccccc21)NCCC1=CCCCC1,i,-0.03,1790,3%,-3,725,i,7,4.1,1.7,7.6,9%,-0.1%,-0.31,-0.18,0.26,-0.12

# Source: PubChem
